# Screens: PubChem, National Center for Advancing Translational Sciences (NCATS)
# BLM inh – inhibitors of human Bloom syndrome helicase BLM; P54132; recombinant BLM DNA unwinding, fluorescence dequenching; Potency, µM (series often up to 56.1 µM), without a hit: top-dose activity change, negative = inhibition, most hits filed as inhibitors; 350,000 compounds, 0.2% hits; AID 2528;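 note: plate controls were vehicle for no effect and no enzyme for full effect; nearly all actives have a fitted effect of over 35% in size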
# Target sequence (P54132 whole entry, looked up): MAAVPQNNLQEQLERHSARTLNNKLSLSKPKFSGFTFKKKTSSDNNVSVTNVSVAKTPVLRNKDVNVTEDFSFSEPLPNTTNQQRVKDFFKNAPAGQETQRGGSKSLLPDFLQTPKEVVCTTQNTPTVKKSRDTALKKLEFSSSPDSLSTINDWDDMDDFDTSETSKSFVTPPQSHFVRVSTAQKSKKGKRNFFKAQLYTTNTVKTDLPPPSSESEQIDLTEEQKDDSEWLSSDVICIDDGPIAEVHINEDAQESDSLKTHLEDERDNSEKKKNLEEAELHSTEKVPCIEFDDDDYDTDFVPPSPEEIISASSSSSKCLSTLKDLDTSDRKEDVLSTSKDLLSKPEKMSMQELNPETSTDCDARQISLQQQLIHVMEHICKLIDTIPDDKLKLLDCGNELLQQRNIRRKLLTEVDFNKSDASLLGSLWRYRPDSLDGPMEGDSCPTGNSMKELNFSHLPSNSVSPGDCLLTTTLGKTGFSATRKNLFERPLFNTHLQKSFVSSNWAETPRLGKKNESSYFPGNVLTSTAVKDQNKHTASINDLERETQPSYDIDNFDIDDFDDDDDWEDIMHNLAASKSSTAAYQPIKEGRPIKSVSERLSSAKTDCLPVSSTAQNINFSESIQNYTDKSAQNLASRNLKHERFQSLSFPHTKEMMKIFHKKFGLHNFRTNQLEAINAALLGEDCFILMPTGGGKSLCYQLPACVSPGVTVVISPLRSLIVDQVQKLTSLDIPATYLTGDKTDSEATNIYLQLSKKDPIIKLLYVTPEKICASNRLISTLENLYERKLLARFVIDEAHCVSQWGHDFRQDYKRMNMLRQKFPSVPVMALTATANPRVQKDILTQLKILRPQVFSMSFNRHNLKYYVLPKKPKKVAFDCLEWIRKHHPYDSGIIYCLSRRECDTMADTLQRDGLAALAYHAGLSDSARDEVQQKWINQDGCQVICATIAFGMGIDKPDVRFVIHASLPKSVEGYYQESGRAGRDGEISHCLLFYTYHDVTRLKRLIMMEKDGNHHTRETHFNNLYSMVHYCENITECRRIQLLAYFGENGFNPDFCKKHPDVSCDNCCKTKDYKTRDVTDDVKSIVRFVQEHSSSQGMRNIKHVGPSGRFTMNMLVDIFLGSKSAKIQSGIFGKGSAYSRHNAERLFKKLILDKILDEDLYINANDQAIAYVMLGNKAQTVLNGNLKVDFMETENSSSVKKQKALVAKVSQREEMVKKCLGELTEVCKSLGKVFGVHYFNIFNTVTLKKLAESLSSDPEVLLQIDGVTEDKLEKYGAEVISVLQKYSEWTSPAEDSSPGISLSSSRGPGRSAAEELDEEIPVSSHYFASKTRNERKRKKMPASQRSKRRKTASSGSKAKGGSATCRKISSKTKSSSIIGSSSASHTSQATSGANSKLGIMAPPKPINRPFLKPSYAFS
# POLB inh – inhibitors of human DNA polymerase beta | P06746 | Pol beta primer extension/strand displacement, fluorescence kinetic | Potency, µM (titrated, usually from 114 µM), for the others: at the top dose activity change, negative = inhibition, usual class: inhibitors | 340,000 compounds, 1.3% hits | AID 485314; note: % is set by controls: 0 for no effect and ±100 for the full control effect
#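 Pol beta (10 nM) was preincubated with compound for 15 min at room temperature. The reaction was then started with 50 nM substrate and read immediately and after a further 10 min at room temperature.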
# POLI inh – blocks human DNA polymerase iota activity; Pol iota fluorescent replication assay, 10 min; Potency, µM (titrated, usually from 115 µM), for the others: top-dose activity, negative = inhibition, actives largely listed as inhibitors; 390,000 compounds, 1% hits; AID 588590
#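 Fluorescent replication assay read twice, at 0 min and 10 min after adding 50 nM (final) substrate. Enzyme (10 nM) and compounds were first incubated 15 min at room temperature; enzyme-free buffer wells were negative controls.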
# Pol kappa inh – DNA polymerase kappa (human) inhibition; AID 588579; Q9UBT6; purified Pol kappa, fluorescent DNA synthesis assay, 10 min; 400,000 compounds, 0.53% hits; Potency, µM (doses to about 107 µM), without a hit: at the highest dose activity, negative = inhibition, most hits filed as inhibitors; note: % is set by controls: 0 for no effect and ±100 for the full control effect
#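 10 nM Pol kappa preincubated 15 min at room temperature with compounds, then reaction started with substrate at 50 nM final. Fluorescence read kinetically at 0 and 10 min; buffer-only wells served as negative control.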
# Pol eta inh – DNA polymerase eta (human) inhibition; 390,000 compounds, 1.2% hits; AID 588591; Q9Y253; Potency, µM (titrated, usually from 114 µM), for the others: at the top dose activity change, negative = inhibition, usual class: inhibitors; recombinant Pol eta, fluorescent DNA replication assay; note: % is set by controls: 0 for no effect and ±100 for the full control effect
#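 Pol eta (10 nM) was preincubated with compounds for 15 min at room temperature, after which fluorescent replication substrate (50 nM final) was added to start the reaction. Fluorescence was read kinetically at 0 and 10 min.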
# APE1 inh – blocks human APE1 abasic DNA cleavage. recombinant APE1, TAMRA/BHQ-2 abasic DNA cleavage fluorescence. Potency, µM (doses to about 65.8 µM), inactives show at the top dose activity change, negative = inhibition, usual class: inhibitors. 350,000 compounds, 0.35% hits;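 note: plate controls were vehicle for no effect and reference inhibitor for full effect; nearly all actives have a fitted effect of over 55% in size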
#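 Incision of a quenched TAMRA/BHQ-2 THF abasic-site duplex (50 nM) by 0.75 nM APE1, after 15 min compound preincubation, measured as fluorescence increase over three 60 s reads. Values normalized to buffer, DMSO and NSC13755 control wells.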
# G9a inh – G9a (human) methyltransferase inhibition. Potency, µM (highest dose often 102 µM), for inactives: at the top dose activity, negative = inhibition, most hits filed as inhibitors. G9a H3K9 monomethylation, AlphaScreen, 2 h. AID 504332. 350,000 compounds, 8.8% hits; note: % is set by controls: 0 for no effect and ±100 for the full control effect; nearly all actives have a fitted effect of over 75% in size
#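 Compounds were preincubated with 20 nM G9a for 15 min, after which biotinylated H3K9 peptide (500 nM) and SAM (20 uM) started a 2 h room-temperature reaction. Monomethylated product was quantified by antibody-based AlphaScreen chemiluminescence.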
# Anesthetic bind – binds horse apoferritin like a general anesthetic. 350,000 compounds, 0.074% hits. P02791. Potency, µM (top dose mostly 77.5 µM), for inactives: top-dose activity change, negative = displacement, hits mostly inhibitors. apoferritin/1-aminoanthracene competitive binding, fluorescence; note: % is set by controls: 0 for no effect and ±100 for the full control effect; nearly all actives have a fitted effect of over 20% in size
#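 Steps: apoferritin (10 uM) was premixed with half-saturated 1-AMA in PBS, compounds were pin-transferred, plates stood 10 min at room temperature, fluorescence was read at 380/535 nm, and curves were fitted with a Hill equation.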
# BAZ2B block – BAZ2B (human) inhibition; Q9UIF8; AlphaScreen BAZ2B-H3K14Ac peptide displacement; AID 504333; 360,000 compounds, 4.4% hits; Potency, µM (titrated, usually from 114 µM), for the others: at the highest dose activity change, negative = inhibition, hits mostly inhibitors; note: % is set by controls: 0 for no effect and ±100 for the full control effect; nearly all actives have a fitted effect of over 60% in size
#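 Protein-peptide AlphaScreen: BAZ2B 50 nM, b-H3K14Ac 50 nM, 1x PBS pH 7.4 + 0.01% Tween-20. Preincubation 30 min RT; cpd 30 min RT (top 110 uM); beads 20 min RT, light-protected.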
# * hit, by the source's call; ? = inconclusive; / = no result given; [ ] = remark or other dose. Calls come from the whole dose curve; as a rule, active = well fitted curve in the direction sought with a large enough effect; inconclusive = small, poorly fitted or top-dose-only effect, or another doubt; inactive = no such curve, though single readings can be large; an effect the other way counts as inactive or inconclusive. Potency is the fitted concentration of half-maximal effect. Not all compounds are listed, so the mix of outcomes need not match the whole.
# Every second line gives: BLM inh	POLB inh	POLI inh	Pol kappa inh	Pol eta inh	APE1 inh	G9a inh	Anesthetic bind	BAZ2B block
COc1ccc2nc(N(Cc3cccnc3)C(=O)c3ccc(Cl)cc3)sc2c1
    -4%	-5%	14%	-9%[60.1 µM]	-20%	/	8%[59 µM]	-19%	-3%
C[C@H](CO)N1C[C@H](C)[C@@H](CN(C)C(=O)NC2CCCCC2)Oc2c(cccc2N(C)C)C1=O
    /	/	8%	20%	-10%	-10%	/	/	/
CC(C)Oc1ccc(C(=O)Nc2nonc2-c2ccc(OC(C)C)cc2)cc1
    1%	28%	0%	-4%	1%	/	-19%[59 µM]	-3%	-1%
Cc1nccn1CCc1nc(N)nc(N)n1
    0%	1%	21%	-12%	-12%	0%	7%[59 µM]	4%	0%
C#Cc1ccc([C@@H]2C=C(C(=O)Nc3ccccc3)O[C@H](OCC)[C@H]2CCCO)cc1
    -12%	4%	3%	-6%	-15%	-3%	0%[59 µM]	-4%	-8%
COc1cc(/C=N/NS(=O)(=O)c2ccc(C)c([N+](=O)[O-])c2)cc([N+](=O)[O-])c1O
    2%	-10%	-13%	-14%	-14%	-15%	40µM*	-21%	50µM*
COCCN(C(=O)CCc1nnc(CCc2c[nH]c3ccccc23)o1)C(C)C
    -2%	-1%	13%	2%	-10%	-3%	?	-3%	-6%
Cc1cccc(Nc2nc(NCc3ccco3)nc(N)c2[N+](=O)[O-])c1
    -10%	-19%	33%[activator]	6%	-6%	-4%	/	-8%	-12%
Cc1cccc(CCNC(=O)Cn2ncc3c([nH]c4ccc(C)cc43)c2=O)c1
    -2%	1%	-7%	-14%	2%	46%[activator]	-7%	3%	-22%
Cc1ccccc1-c1nn(-c2ccc(F)cc2F)cc1CNC1CC1
    -2%	2%	26%	-5%	-14%	-4%	-32%	-15%	-2%
CCCS(=O)(=O)c1cn2cccc(N)c2c1S(=O)(=O)CCC
    -2%	-22%	45%[activator]	-4%	0%	5%	?	0%	?
Cc1nc2ccc(NC(=O)CSc3nnc(C)s3)cc2[nH]1
    1%	18%	-4%	-5%	-4%	-17%	40µM*	-2%	0%
COc1ccc(NC(=O)N2CCC(c3nc4ccccc4[nH]3)CC2)cc1
    -1%	-10%	82%[activator]	-2%	-19%	3%	40µM*	-12%	3%
COc1ccc(C(=O)CC2(O)C(=O)N(Cc3ccccc3)c3ccc(Br)cc32)cc1 (centres undefined)
    -12%	14%	-8%	-7%	-18%	/	?	-8%	-16%
Cc1cccc(Sc2ccc([N+](=O)[O-])cc2[N+](=O)[O-])n1
    -2%	38%	10%	-9%	-3%	15%	-9%[59 µM]	-20%	?
O=C(NCCc1c[nH]c2ccc(Cl)cc12)c1cccnc1
    3%	10%	5%	-6%	-4%	-1%	51%[12.7 µM]	-8%	0%
CC1(CCl)N([O-])C2=C(CCCC2)[N+]1=O (centres undefined)
    -11%	1%	-22%	-17%	6%	-3%	32µM*	-3%	45µM*
Nc1ccc(-c2nc3ccc(-c4nc5ccccc5o4)cc3[nH]2)cc1
    -8%	22%	-1%	-18%	-4%	-8%	-11%[2.33 µM]	1%	-6%
Cn1c(=O)c2[nH]c(N3CCOCC3)nc2n(-c2ccccc2)c1=O
    -1%	-21%	19%	-11%	0%	-3%	?	13%	6%
COc1ccccc1OCc1nnc(SCC(=O)c2cc(Cl)ccc2OC)o1
    -3%	-10%	?	-6%	0%	-5%	54%[activator]	?	21%
Cc1cc(=O)n(Cc2c(F)cccc2Cl)c2c1c(C)nn2C
    -4%	0%	6%	14%	-20%	/	22%[59 µM]	3%	49%[activator]
CCCCc1ccc(CC2S/C(=C(\C#N)C(=O)N3CCOCC3)N(c3ccccc3)C2=O)cc1 (centres undefined)
    -6%	-1%	10%	-20%	-5%	-5%	?	?	?
CCOc1ccccc1CNC(=O)c1ccc(-n2c(C)cc3c2CCC(C)C3)cc1 (centres undefined)
    -3%	-5%	2%	-11%	8%	/	-16%[59 µM]	2%	-16%
O=C(CCNC(=O)c1ccc(Cl)cc1)Nc1ccccc1N1CCCCC1
    /	/	71%[activator]	-10%	-28%	20%	5%[0.501 µM]	/	9%
Cc1cc(C)cc(NS(=O)(=O)c2ccc3c(c2)NC(=O)C(C)S3)c1 (centres undefined)
    -14%	-21%	20%	-2%	-25%	/	?	-4%	-19%
Cc1cc(C(C2C(=O)CC(C)(C)CC2=O)C2C(=O)CC(C)(C)CC2=O)cc(C)c1OC(F)F
    -9%	44%	?	-6%	-7%	4%	32µM*	-11%	-12%
CCCCCC1CC(CC(=O)NC(=S)Nc2ccccc2Cl)C(=O)O1 (centres undefined)
    -12%	10%	115%[activator]	-14%	-5%	0%	7%	-21%	-18%
CCC(=O)Nc1ccc(Nc2ccccc2)cc1
    -1%	9%	-4%	0%	-8%	-3%	50µM*	-16%	-34%
COc1ccccc1/C=N/NC(=O)c1c(-c2ccccc2)noc1C
    -2%	9%	32%	2%	-14%	81%[activator]	10%[12.7 µM]	-7%	28%
CCOc1ccc(C(=O)N(Cc2cc(OC)c(OC)c(OC)c2)c2ccccn2)cc1
    -3%	-1%	13%	8%	-21%	/	0%[59 µM]	4%	-12%

# 2 successive entries already listed, quoted:
# Every second line gives: BLM inh	POLB inh	POLI inh	Pol kappa inh	Pol eta inh	APE1 inh	G9a inh	Anesthetic bind	BAZ2B block
COc1ccc2nc(N(Cc3cccnc3)C(=O)c3ccc(Cl)cc3)sc2c1
    -4%	-5%	14%	-9%[60.1 µM]	-20%	/	8%[59 µM]	-19%	-3%
C[C@H](CO)N1C[C@H](C)[C@@H](CN(C)C(=O)NC2CCCCC2)Oc2c(cccc2N(C)C)C1=O
    /	/	8%	20%	-10%	-10%	/	/	/

# Next part:
# Every second line gives: BLM inh	POLB inh	POLI inh	Pol kappa inh	Pol eta inh	APE1 inh	G9a inh	Anesthetic bind	BAZ2B block
O=[N+]([O-])c1cccc(-c2cc3ccccc3[nH]2)c1
    -6%	29%	13%	2%	3%	6%	2%	-19%	-24%
Clc1ccccc1CN1CCN(/N=C/c2ccncc2)CC1
    10%	0%	-8%	4%	-1%	0%	45µM*	-17%	45µM*
CCOCCCNCc1cc(Cl)ccc1OCC
    -11%	2%	22%	0%	2%	-5%	?	-7%	-14%
CC(C)(C)OC(=O)N1CCC(c2c(C(=O)N3CCN(c4ncccn4)CC3)cnn2-c2ccc(F)cc2)CC1
    -1%	3%	10%	-13%	-7%	/	4%[59 µM]	-5%	10%[57.1 µM]
Cc1noc(C)c1COC(=O)c1cccc(N(C)C)c1
    -1%	-1%	143%[activator]	-7%	-21%	11%	-2%	-6%	/
Cc1ccn2cc(CSc3ccccc3N)nc2c1
    1%	45%	-3%[58.9 µM]	-6%	-11%	-2%	59%[activator][59 µM]	-12%	-32%
CC(=O)NC12CC3CC(C)(C1)CC(NC(C)=O)(C3)C2
    2%	12%	-2%[58.9 µM]	-1%	-1%	0%	-2%	?	10%
COc1cc(/C=N\Nc2nc(-c3ccc(C)cc3)c(NC(C)=O)s2)ccc1O
    -5%	3%	16%	-20%	?	12%	-120%[59 µM]	5%	40µM*
COc1ccc(CN(C)S(=O)(=O)c2nnc(NC(=O)C(C)C)s2)cc1OC
    -1%	2%	14%	1%	-22%	/	?	-3%	0%
CN1CCCN(C(=O)CC2(CC(=O)O)CCCCC2)CC1
    -3%	-3%	0%	-5%	-12%	0%	?	4%	-26%
CCOC(=O)c1c(=O)n(O)c2ccc(OC)cc2[n+]1[O-]
    2%	10%	-6%	-6%	-6%	-2%	50µM*	2%	?
COC(=O)c1ccc(NC(=O)Cn2cnc3c2c(=O)n(C)c(=O)n3C)cc1
    1%	0%	6%	-11%	7%	/	3%[59 µM]	2%	1%
COc1ccccc1-n1cc(C(=O)NCC(=O)N2CCN(c3ccccn3)CC2)c2ccccc2c1=O
    3%	?	7%	-2%	-2%	5%	2%	-15%	0%
COc1ccc(NCc2cc3cc(OC)ccc3[nH]c2=O)cc1
    -4%	5%	56%[activator]	-5%	-5%	-2%	?	2%	-12%
CCCN(CC(=O)Nc1ccccc1C)C(=O)Cc1cccs1
    /	/	-9%	0%	-2%	-3%	?	/	11%
COc1cccc(C(C)N(C)Cc2nc(-c3ccoc3)oc2C)c1 (centres undefined)
    -8%	-29%	20%	-2%	-17%	4%	?	-3%	-8%
O=C(CNS(=O)(=O)c1ccc(F)c(Cl)c1)N1CCCC1
    -4%	4%	6%	-7%	-7%	46%	13%[0.501 µM]	-5%	-15%
Cc1ccc2c(c1)c1c(n2CC(O)CNC(CO)(CO)CO)CCCC1 (centres undefined)
    -2%	7%	14%	-7%	-8%	-2%	50µM*	2%	?
Cc1nn(Cc2cccc(C(N)=O)c2)c(C)c1Br
    -6%	-7%	4%[58.9 µM]	-12%	-3%	2%	7%	-7%	-11%
CCOc1ccc(-c2cc(C)n3nc(C(N)=O)cc3n2)cc1
    -5%	?	28µM*	-18%	22µM*	-3%	?	129%[activator]	-30%
O=C(Nc1ccc(F)cc1)c1ccc(-n2cnnc2)cc1
    -1%	-1%	22%	-6%[60.1 µM]	-9%	/	-3%[59 µM]	1%	53%[activator]
O=C(NCc1cccnc1)Nc1ccc2c(c1)OCO2
    -3%	6%	32%[activator]	8%	-3%	-4%	?	-3%	-25%
N#Cc1ccc(Oc2ccc(C(F)(F)F)cc2NC(=O)c2ccc(F)cc2)cc1
    -11%	30%	33%[activator]	0%	-25%	-3%	8%	1%	5%
CCN(CC)S(=O)(=O)c1ccc2c(c1)nc(CCC(=O)OCC(=O)Nc1cc(Cl)cc(Cl)c1)n2C
    -10%	23%	130%[activator]	-6%	-23%	13%	24%[59 µM]	11%	12%

# Compound profiles, from the list above. Order of screens: BLM inh, POLB inh, POLI inh, Pol kappa inh, Pol eta inh, APE1 inh, G9a inh, Anesthetic bind, BAZ2B block
# Record of COc1ccccc1-n1cc(C(=O)NCC(=O)N2CCN(c3ccccn3)CC2)c2ccccc2c1=O → 3%, ?, 7%, -2%, -2%, 5%, 2%, -15%, 0%
# Record of COc1ccc(CN(C)S(=O)(=O)c2nnc(NC(=O)C(C)C)s2)cc1OC → -1%, 2%, 14%, 1%, -22%, /, ?, -3%, 0%
# Record of CCOc1ccc(-c2cc(C)n3nc(C(N)=O)cc3n2)cc1 → -5%, ?, 28µM*, -18%, 22µM*, -3%, ?, 129%[activator], -30%
